NCI-60 one-dose screen, 48 h, at 10 µM unless noted. Numbers give growth in % (100 = growth as untreated, 0 = no growth, -100 = all killed).
ACHN – ACHN renal cancer; actives 4.9% (n = 81,000)
NCI-H23 – NCI-H23 lung cancer; actives 4% (n = 80,000); AID 1794731
NCI-H226 – NCI-H226 lung cancer; actives 3.5% (n = 79,000)
A498 – A498 renal cancer cells; actives 5.4% (n = 76,000)
NCI-H460 – NCI-H460 lung cancer; actives 6.8% (n = 82,000)
NCI-H522 – NCI-H522 lung cancer | actives 8% (n = 78,000)
RXF 393 – RXF 393 renal cancer cells; actives 6.9% (n = 77,000)
NCI/ADR-RES – NCI/ADR-RES ovarian cells. AID 1794790. actives 4.4% (n = 81,000)
CAKI-1 – CAKI-1 renal cancer. actives 4.7% (n = 75,000). AID 1794772
The depositor's hits bear a star; . = not tested or not shown; & = joins results of further samples. How the source made its calls: active means growth percent below 10; inactive means the rest.

canonical_smiles	ACHN	NCI-H23	NCI-H226	A498	NCI-H460	NCI-H522	RXF 393	NCI/ADR-RES	CAKI-1
CC(C)(C)NC(=O)C(c1c[nH]c2ccccc12)N(Cc1ccccc1)C(=O)c1ccccc1C(=O)NCc1ccco1 (stereo not given)	79	90	85	.	86	75	100	91	86
Cn1c(=O)[nH]c2nc(N)[nH]c(=O)c21	94	98	100	123	118	87	.	103	93
O=C1C(=O)c2ccccc2C(O)=C1CCCCCCCCCCO	100	99	89	74	100	102	113	99	90
CCN(CC)CCCNc1cc(OC)cc2cccnc12	110	99	93	82	105	95	96	108	103
Cc1nc2ccccn2c1/C=C1\C(=O)N(C)c2ccccc21	100	100	100	98	106	94	97	98	88
Cc1cc(-c2ccccc2)n(N2NN=NC2(C)c2cccc(Cl)c2)c(=S)n1 (stereo not given)	92	84	102	54	101	80	86	96	81
CCOc1ccc(NC(=O)CC2Sc3ccccc3NC2=O)cc1 (stereo not given)	103	95	96	93	102	88	101	94	92
Cc1cc(Cl)cc(CN(C)Cc2cc(Cl)cc(C)c2O)c1O	98	89	90	87	108	80	104	90	89

Next section
canonical_smiles	ACHN	NCI-H23	NCI-H226	A498	NCI-H460	NCI-H522	RXF 393	NCI/ADR-RES	CAKI-1
Cc1cc(=O)n(C(C)c2ccccc2)n1C(C)c1ccccc1 (stereo not given)	109	99	91	108	107	104	106	101	95
COc1ccc(SCCCN2CCOCC2)cc1	101	93	96	105	110	89	104	99	95
Cc1c(Cc2ccccc2)c(=O)oc2cc(O)ccc12	112	100	103	.	.	81	106	103	.
Cn1cnc2c(=S)nc[nH]c21	98	98	101	158	96	89	157	.	84
CC(=O)c1c(C)[nH]c2c1c(-c1ccc3c(c1)OCO3)nc1ccccc12	92	94	.	88	101	.	108	88	59
Cc1ccc(S(=O)(=O)Nc2cc(C)cc(CCNC=O)c2C)cc1	95	92	87	133	102	83	.	107	58
CCN(CC)CC(O)CN1CCNCC1 (stereo not given)	99	102	93	141	103	90	92	105	73
CCOC(=O)Nc1ccc2c(c1)/C(=N\NC(=S)NC)c1ccccc1-2	84	94	107	34	65	68	7.6*	77	81

The listing continues.
canonical_smiles	ACHN	NCI-H23	NCI-H226	A498	NCI-H460	NCI-H522	RXF 393	NCI/ADR-RES	CAKI-1
COc1ccc(/C=C2/SC(=O)N(CC(=O)N3CCN(c4cc5c(cc4F)c(=O)c(C(=O)O)cn5C4CC4)CC3)C2=O)cc1OC	102	103	.	101	103	89	114	110	97
CC(=O)CC(=O)N1CCOCC1	98	.	92	86	102	99	112	109	96
O=C1Nc2ccccc2/C1=C\c1ccccc1O	85	83	93	105	99	62	106	85	89
CCCCCN1C=C/C(=C\C(=O)N(C)c2ccc(C(F)(F)F)cc2)c2ccccc21	102	76	79	.	104	77	92	102	90
O=c1c(O)cccn1CCCN(CCCn1cccc(O)c1=O)CCn1cccc(O)c1=O	61	69	55	82	23	43	71	96	44
Cn1c(N)cc(=O)n(C)c1=O	103	102	98	108	116	95	.	106	98
CC(=O)OCC(OC(C)=O)C(OC(C)=O)C(OC1OC(COC(C)=O)C(OC(C)=O)C(OC(C)=O)C1OC(C)=O)C(COC(C)=O)OC(C)=O (stereo not given)	104	98	87	98	101	102	98	101	92
Cc1nc2sc(-c3nc4ccccc4[nH]3)c(N)c2c(C)c1Cl	68	80	68	132	75	72	98	81	73

Compound profiles (already shown):
Results for O=c1c(O)cccn1CCCN(CCCn1cccc(O)c1=O)CCn1cccc(O)c1=O = ACHN = 61; NCI-H23 = 69; NCI-H226 = 55; A498 = 82; NCI-H460 = 23; NCI-H522 = 43; RXF 393 = 71; NCI/ADR-RES = 96; CAKI-1 = 44
Results for CC(=O)OCC(OC(C)=O)C(OC(C)=O)C(OC1OC(COC(C)=O)C(OC(C)=O)C(OC(C)=O)C1OC(C)=O)C(COC(C)=O)OC(C)=O (stereo not given) = ACHN = 104; NCI-H23 = 98; NCI-H226 = 87; A498 = 98; NCI-H460 = 101; NCI-H522 = 102; RXF 393 = 98; NCI/ADR-RES = 101; CAKI-1 = 92

Following part:
canonical_smiles	ACHN	NCI-H23	NCI-H226	A498	NCI-H460	NCI-H522	RXF 393	NCI/ADR-RES	CAKI-1
CC(C)Cc1nc2n[nH]c(N)c2c2c1CCCC2	106	101	96	83	104	98	106	100	97
COC(=O)c1cc2ccccc2c([N+](=O)[O-])c1O	100	100	105	108	109	95	119	105	90
N#Cc1c(NC(=O)c2ccco2)[n+]([O-])c2cc(C(F)(F)F)ccc2[n+]1[O-]	110	106	113	256	114	95	116	100	.
COc1ccc(C2N(c3cccc(Cl)c3)N=C(C(C)=O)N2[C@@H]2[C@@H](OC(C)=O)O[C@@H](COC(C)=O)[C@H](OC(C)=O)[C@H]2OC(C)=O)cc1 (stereo not given in full)	74	78	67	113	77	52	.	60	72
c1ccc(Oc2c3ccccc3nc3ccccc23)cc1	32	8.2*	48	33	3.7*	-27*	25	48	-20*
COc1cc(Cl)cc(-c2nn(C(=O)NCCN(C)C)cc2-c2ccncc2)c1	77	88	68	79	104	90	85	93	93
Cc1ccc[n+](CCCCC[n+]2cccc(C)c2)c1	109	107	113	106	112	100	113	109	100
COc1ccc(NC(=O)c2sc3nc(C)c(Br)c(C)c3c2N)cc1	103	99	79	127	108	93	134	96	93

Other results.
canonical_smiles	ACHN	NCI-H23	NCI-H226	A498	NCI-H460	NCI-H522	RXF 393	NCI/ADR-RES	CAKI-1
COC(=O)C1=NN(c2ccccc2)C2C3N(c4ccccc4)N=C(C(=O)OC)N3c3ccccc3N12 (stereo not given)	96	89	99	94	107	78	96	96	68
C=C1CC[C@@H]2[C@](C)(COC(C)=O)[C@H](OC(C)=O)CC[C@@]2(C)[C@@H]1CC(Sc1ccccc1)C1=CCOC1=O (stereo not given in full)	-14*	24	-9.9*	86	22	-81*	5.0*	10	91
CS(=O)(=O)Nc1cc(-c2ccc3ncnc(Nc4ccc5c(cnn5Cc5cccc(F)c5)c4)c3c2)cnc1Cl	18	10	21	-49*	23	-11*	-26*	78	-28*
Clc1ccc2c(NCCNc3nc(N4CCOCC4)nc4ccccc34)ccnc2c1	-44*	44	-22*	-13*	-29*	-71*	-39*	48	.
Cc1ccc(C(=O)OCCc2ccccc2)cc1	104	93	112	102	106	87	127	103	87
C[C@@H](C[C@H](CCOC(=O)N1CCOCC1)c1ccccc1)c1cc2ccccc2o1	95	91	86	96	97	81	93	101	86
O=[N+]([O-])c1ccc(N/N=C\c2ccccc2S(=O)(=O)O)nc1	103	97	116	89	105	96	122	100	97
OCC(O)C(O)C(O)C(O)C(O)c1nc2ccccc2[nH]1 (stereo not given)	99&108	104&96	100&98	78	82&107	90&107	110&113	95&102	98&95

At a glance, part of the list above.
canonical_smiles	ACHN	NCI-H23	NCI-H226	A498	NCI-H460	NCI-H522	RXF 393	NCI/ADR-RES	CAKI-1
CS(=O)(=O)Nc1cc(-c2ccc3ncnc(Nc4ccc5c(cnn5Cc5cccc(F)c5)c4)c3c2)cnc1Cl	18	10	21	-49*	23	-11*	-26*	78	-28*
Clc1ccc2c(NCCNc3nc(N4CCOCC4)nc4ccccc34)ccnc2c1	-44*	44	-22*	-13*	-29*	-71*	-39*	48	.
Cc1ccc(C(=O)OCCc2ccccc2)cc1	104	93	112	102	106	87	127	103	87
C[C@@H](C[C@H](CCOC(=O)N1CCOCC1)c1ccccc1)c1cc2ccccc2o1	95	91	86	96	97	81	93	101	86
O=[N+]([O-])c1ccc(N/N=C\c2ccccc2S(=O)(=O)O)nc1	103	97	116	89	105	96	122	100	97
OCC(O)C(O)C(O)C(O)C(O)c1nc2ccccc2[nH]1 (stereo not given)	99&108	104&96	100&98	78	82&107	90&107	110&113	95&102	98&95

The list continues.
canonical_smiles	ACHN	NCI-H23	NCI-H226	A498	NCI-H460	NCI-H522	RXF 393	NCI/ADR-RES	CAKI-1
CCCn1cnc2c(SCc3ccccc3)nc(N)nc21	92	99	102	79	104	99	113	96	116
C#CCOc1cccc(Nc2ncnc3c(NC(=O)CCl)cccc23)c1	-72*	6.1*	49	101	51	-74*	56	19	55
COc1ccc2c(c1)C(Br)=C(CCO)C2c1ccccc1 (stereo not given)	5.0*	95	100	36	9.7*	97	20	65	37
Nc1nc(-c2cccc(Cl)c2)nn1C(=S)Nc1ccccc1	100	89	94	.	.	83	114	97	.
CCC1OC(=O)[C@H](C)C(=O)[C@H](C)[C@@H](OC2O[C@H](C)C[C@H](N(C)C)[C@H]2O)[C@](C)(OC)C[C@@H](C)C(=O)[C@H](C)[C@H]2N(CCCCn3cnc(-c4cccnc4)c3)C(=O)O[C@@]12C (stereo not given in full)	102	97	101	117	107	110	126	103	90
COc1ccc(CCc2ccc3cc(OC)ccc3n2)cc1	108	94	.	105	106	.	112	97	80
O=C(O)CCN1C(=O)/C(=C/c2cc3cc4c(cc3nc2Cl)OCO4)SC1=S	97	80	97	127	94	70	132	91	93
C1=CC2CC1CC2C1CO1 (stereo not given)	102	113	101	111	110	97	95	112	92

Further entries follow.
canonical_smiles	ACHN	NCI-H23	NCI-H226	A498	NCI-H460	NCI-H522	RXF 393	NCI/ADR-RES	CAKI-1
Cc1ccc2c(c1)C1(Nc3cc(Cl)ccc3S1)C(=O)N2C (stereo not given)	89	86	83	112	101	99	95	102	78
CN(C)CCC(O)c1ccccc1 (stereo not given)	107	110	99	77	103	84	114	99	91
Nc1nc(Nc2ccccc2)c(C=Nc2ccccc2)c(=O)[nH]1	83	88	87	86	102	58	92	92	68
COc1cccc(C2=NN(C(C)=O)C(c3cc(OC)c(OC)c(OC)c3)C2)c1 (stereo not given)	56	52	90	71	-0.9*	-38*	.	19	216
Nc1ccc(CCc2ccc3ccccc3n2)cc1	108	107	104	91	116	86	106	98	105
COC(=O)c1[nH]nc2c1C1(C(=O)N(C)c3ccccc31)C(C#N)=C(N)O2 (stereo not given)	98	93	99	90	106	100	114	100	91
C#CCSc1nnnn1-c1ccc(Br)c(C)c1	93	90	75	124	97	71	68	85	.
NS(=O)(=O)c1ccc(CCN2C(=O)/C(=C\c3ccc(Cl)cc3)C=C2c2ccccc2)cc1	79	86	79	87	84	67	93	92	.

(further entries)
canonical_smiles	ACHN	NCI-H23	NCI-H226	A498	NCI-H460	NCI-H522	RXF 393	NCI/ADR-RES	CAKI-1
Cc1cc(C)cc(S(=O)(=O)n2ccc(-c3ccc4c(c3)CCC(C)(C)O4)n2)c1	93	74	67	63	84	.	77	79	73
COc1cc2c(cc1OC)C1=NNC(=O)C1=NC(C)(C)C2	97	102	91	83	103	101	111	103	104
O=C(NCCCO)c1cc(Cl)ccc1O	15	8.3*	24	53	9.7*	-1.5*	41	96	.
COc1ccc(/C(=C\c2cc(OC)c(OC)c(OC)c2)C(=O)Nc2nc3ccc(C)cc3s2)cc1	92	83	74	75	83	76	92	83	87
N#Cc1ncc(-c2ccc(C(F)(F)F)cc2)c(NC2CCCCCC2)n1	-1.8*	30	35	78	30	-4.7*	37	70	57
CCCCn1c(=O)c(/C=C/C(=O)/C=C/c2ccc3c(c2)OCO3)cc2ccccc21	90	85	100	90	76	81	112	94	89
Nc1nc(NC2CC2)cc(-c2cccc(Cl)c2Cl)n1	75	72	92	48	28	3.9*	73	25	59
CCOC(=O)NC1CC2c3ccccc3C1c1ccccc12 (stereo not given)	98	106	90	118	108	.	91	94	97

The results go on:
canonical_smiles	ACHN	NCI-H23	NCI-H226	A498	NCI-H460	NCI-H522	RXF 393	NCI/ADR-RES	CAKI-1
O=C(OCc1ccc(Cl)cc1Cl)OCc1ccc(Cl)cc1Cl	96	99	97	121	106	102	.	106	97
COc1ccc(/C=N/NC(=O)c2cccnc2)c(OC)c1OC	108	102	89	104	107	101	116	105	97
Nc1ccc(-c2ccc(F)cc2F)nc1NC(=O)N1Cc2cn(CC3COC3)nc2C1	101	95	96	91	98	83	101	73	83
Cc1ccc(/C=C(/C2=NCCN2)n2ccc3ccccc32)cc1	87	99	83	105	97	89	64	87	70
Cc1ccc(S(=O)(=O)NCCNc2nccc(-c3c(-c4ccccc4)nc4occn34)n2)cc1	44	65	64	49	45	56	47	69	48

Compounds as they come; 12% or so of the library scored in one or more.
